NALP3 yeast inh = blocks the NALP3 inflammasome reconstituted in yeast; Yeast reconstituted NLRP3/ASC/caspase-1, beta-gal luminescence, 24 h; inhibition, % at 10 µM; 330,000 tested, 0.39% active; AID 2825;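 active means inhibition of 50% or more; inactive means inhibition below 50%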;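 further: plate controls were induced DMSO wells for no effect and uninduced yeast grown without galactose for full effect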
UPR CHOP act = activators of apoptotic arm of unfolded protein response (CHOP). activation, % at 10 µM. 330,000 tested, 0.34% active. CHO-CHOP luciferase reporter, UPR activation, luminescence; percent of tunicamycin response over DMSO baseline;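 active means at 10 µM dose, activation of 40% or more, normalized to positive control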;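 further: 100% = tunicamycin at 10 µg/mL and 0% = DMSO alone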
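assay system = CHO CHOP reporter cells | amount = 500 CHO-CHOP cells per well | buffer or medium = F12 with 10% FBS | incubation = 16-18 h cell attachment, then 6 h compound exposure, 37 °C | detection = luminescence read with Steady-Glo | read-out = percent activation relative to tunicamycin control | controls = tunicamycin high control, DMSO low control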
tim10-1 inh = tim10-1 yeast growth inhibition; S. cerevisiae tim10-1 ts strain growth, BacTiter-Glo, 24 h; inhibition, % at 20 µM; 330,000 tested, 2.2% active;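 active means inhibition of at least 40%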;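 further: mutant grown at 25 °C; 0% = DMSO wells with yeast and 100% = wells holding no yeast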
GRIN3A LBD mod = modulates the human NR3A ligand-binding domain. NR3A LBD differential scanning fluorimetry, Tm shift; 0% = protein alone, 100% = glycine-bound protein. Tm shift relative to glycine control, % at 25 µM. 340,000 tested, 2.5% active. AID 1259313;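 active means melting temperature shift of at least 10% of the positive control shift, at one fixed dose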
XBP1 UPR activ = activators of adaptive arm of unfolded protein response (XBP1); AID 463104; activation, % at 20 µM; CHO-XBP1 luciferase reporter, IRE1-XBP1 UPR activation, luminescence; percent of tunicamycin response, DMSO as zero; 330,000 tested, 0.33% active;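 active means versus positive control, 20 µM dose yields 30% or more activation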;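 further: 100% = tunicamycin at 10 µg/mL and 0% = DMSO only wells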
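incubation = overnight seeding at 37 °C, 6 h compound treatment at 37 °C | assay system = CHO-XBP1 cells stably carrying IRE1-XBP1-driven luciferase reporter | input = 1000 cells per well | detection = luciferase luminescence | dosing = single point, 20 µM final compound, 1% DMSO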
tim23-1 inh = tim23-1 yeast growth inhibition. inhibition, % at 20 µM. 330,000 tested, 1.3% active. S. cerevisiae tim23-1 growth, BacTiter-Glo luminescence, 24 h;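 active means growth inhibition of the mutant yeast at or above 50%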;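 further: temperature-sensitive mutant grown at 25 °C; plate controls were DMSO-treated mutant yeast for no effect and medium wells lacking yeast for full effect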
TIM10 inh = TIM10 yeast growth inhibition; S. cerevisiae TIM10 strain growth, BacTiter-Glo luminescence, 24 h; inhibition, % at 10 µM; 330,000 tested, 1.4% active;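 active means inhibition of 40% or more at the single tested concentration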;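 further: wild-type TIM10 isogenic control strain grown at permissive 25 °C; 0% = DMSO yeast wells and 100% = minimal medium wells without yeast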
APJ ag = activates the human apelin receptor APJ; CHO-K1 APJ PathHunter beta-arrestin, luminescence; 0% DMSO wells, 100% apelin; activation, % at 20 µM; 330,000 tested, 0.11% active; AID 2520;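 active means activation more than six SD over the plate average, tested at 20 µM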;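 further: 0% = DMSO alone and 100% = apelin-13 at 10 nM; some results filed as inactive read as strong as hits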
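Material: CHO-K1 APJ beta-arrestin complementation cell line; Input: cell density 1000 per well; Incubation: compound stimulation 90 min at 25 °C, detection 60 min; Signal: luminescence from split beta-galactosidase complementation, Galacton Star/Emerald II substrate; Controls: DMSO-only wells as negative, 10 nM Apelin-13 as positive control.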
Mdm2 MdmX PPI = disrupts the human Mdm2-MdmX interaction | O15151+Q00987 | SaOS-2 split-luciferase Mdm2/MdmX complementation, luminescence | inhibition, % at 8 µM | 330,000 tested, 3% active | AID 485346;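 active means inhibition of at least 50% at 8 µM in the primary screen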
Target sequence (O15151 whole entry, looked up): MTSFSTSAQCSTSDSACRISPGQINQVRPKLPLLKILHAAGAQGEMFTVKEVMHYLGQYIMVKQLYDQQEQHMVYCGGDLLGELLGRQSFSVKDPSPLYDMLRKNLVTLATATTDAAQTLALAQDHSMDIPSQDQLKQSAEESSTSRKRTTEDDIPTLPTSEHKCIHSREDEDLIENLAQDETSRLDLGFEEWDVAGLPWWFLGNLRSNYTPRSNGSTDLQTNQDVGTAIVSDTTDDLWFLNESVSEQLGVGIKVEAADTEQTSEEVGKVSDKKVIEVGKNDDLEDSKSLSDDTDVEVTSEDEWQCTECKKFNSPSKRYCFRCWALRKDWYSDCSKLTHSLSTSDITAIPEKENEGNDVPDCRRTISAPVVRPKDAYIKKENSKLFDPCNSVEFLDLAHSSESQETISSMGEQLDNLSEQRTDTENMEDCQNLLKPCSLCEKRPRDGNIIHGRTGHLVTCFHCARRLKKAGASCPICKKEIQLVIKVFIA
Target sequence (Q00987 whole entry, looked up): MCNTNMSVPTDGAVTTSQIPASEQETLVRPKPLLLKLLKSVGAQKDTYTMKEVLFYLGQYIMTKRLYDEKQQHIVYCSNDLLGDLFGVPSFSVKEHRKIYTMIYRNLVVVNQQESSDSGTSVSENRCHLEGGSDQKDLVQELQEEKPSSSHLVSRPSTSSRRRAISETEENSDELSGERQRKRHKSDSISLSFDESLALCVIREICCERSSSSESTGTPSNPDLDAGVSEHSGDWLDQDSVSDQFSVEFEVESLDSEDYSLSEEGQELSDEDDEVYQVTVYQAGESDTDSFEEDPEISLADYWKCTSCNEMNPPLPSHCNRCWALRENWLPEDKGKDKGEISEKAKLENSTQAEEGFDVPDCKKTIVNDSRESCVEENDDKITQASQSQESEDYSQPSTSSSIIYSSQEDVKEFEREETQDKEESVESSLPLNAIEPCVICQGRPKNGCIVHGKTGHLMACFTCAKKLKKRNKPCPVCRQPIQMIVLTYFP
Active calls of the source: *; nt = no result given. Some of the compounds tested; count on the stated rates, not on these rows.

Structure,XBP1 UPR activ,NALP3 yeast inh,TIM10 inh,tim10-1 inh,GRIN3A LBD mod,Mdm2 MdmX PPI,UPR CHOP act,APJ ag,tim23-1 inh
O=c1c2ccccc2nc(Cc2ccccc2)n1-c1ccc(O)cc1,2,17,26,11,-1,-23,2.4,-1,15
Cc1ccc(-n2c(C)cc(/C=C3/C(=O)NC(=O)N(Cc4ccco4)C3=O)c2C)cc1,1,19,-2,-5,-2,-1,2.5,3,8
CC(C)COc1ccc(Cc2c(O)[nH]c(=S)[nH]c2=O)cc1,-3,16,2,18,2,-22,0.9,-2,8
COc1ccc(CN2CCN(c3ccccc3)CC2)c(C)c1C,2,-7,-20,14,0,21,0.9,-4,0
COc1cc(/C=C2\C(=O)NC(=O)N(c3ccccc3)C2=O)cc(OC)c1O,0,-13,-1,-2,11*,-2,-0.5,-3,-9
CC(Cc1ccccc1)NC(=O)NC(C)Cc1ccccc1 (centres undefined),3,-2,2,30,0,-72,4.3,0,8
O=C(N/N=C/c1c(O)n(C2CCCCC2)c(=S)[nH]c1=O)c1ccccc1,2,22,18,35,-6,33,-1.3,-5,10
O=C(Cn1ncn2c(cc3cc(F)ccc32)c1=O)N1CCC2(CC1)OCCO2,0,3,-6,16,-2,15,4.6,10,9
COc1cc(C2SCC(=O)Nc3c2c(C)nn3-c2ccccc2)cc(OC)c1OC (centres undefined),-4,10,0,22,4,15,-0.1,0,18
NCCc1ccc(S(=O)(=O)F)cc1,-6,13,-2,-12,2,6,-1.9,2,0
O=c1c2ccccc2nc(-c2ccccc2)n1-c1cccc(O)c1,2,21,16,-1,-1,-2,-0.2,-5,16
O=c1[nH]c(=S)n(-c2ccc(F)cc2)c(O)c1/C=N/N1CCOCC1,-1,-5,-5,-9,1,-16,-0.3,-5,-2
O=C(COc1ccc(Cl)cc1)NCCc1cnc[nH]1,1,-2,1,-3,1,-16,1.3,0,-12
COP(=O)(C#Cc1ccccc1)C(O)c1ccc(Br)cc1 (centres undefined),3,-2,-8,12,6,26,1.3,-6,15
COC(=O)C1=C(c2ccc(OC(F)(F)F)cc2)C[C@@H]2CC[C@H]1N2C(=O)NCCCOC(C)C,-3,19,5,14,-1,-11,-2.3,-3,23
Cc1nc2cc(C(F)(F)F)ccc2n1C1CCN(Cc2nnnn2Cc2cccs2)CC1,1,10,23,25,-10,31,3.7,-4,15
COC(=O)c1ccc(CN2CCN(Cc3ccccc3)CC2)cc1,0,8,0,-13,-2,-36,0.2,-5,8
O=C(COc1ccccc1)N1CCN(Cc2c[nH]c3ccccc23)CC1,-2,14,-14,7,1,14,-2.7,1,5
CCc1ccccc1NC(=O)N1C[C@H]2C[C@@H](C1)c1cccc(=O)n1C2,0,13,-9,-13,-3,22,0.6,-3,-3
Cn1c(C(=O)O)c(CC(=O)N2CCN(Cc3ccccc3)CC2)c2ccccc21,0,6,-1,1,-3,-6,0.8,0,4
OCC#CC[N+]1(CC#Cc2ccccc2)CCOCC1,1,9,-2,-2,-2,-17,-1.6,-3,5
C[C@H]1CCCC(=O)CCC/C=C/c2cc(O)cc(O)c2C(=O)O1,-6,10,10,25,-19,22,-0.6,1,24
Cc1cccn2c(=O)c3c(nc12)N1CCc2ccccc2C1C1(C3)C(=O)NC(=O)N(C)C1=O (centres undefined),0,-2,20,19,2,7,0.6,-1,14
O=c1[nH]c(=O)n(CCC2=CCCCC2)c(O)c1C=Nc1cccc(F)c1,-4,8,6,7,-2,20,1.7,-2,9
CCN1C(=O)C(=C/C=C/c2ccco2)C(=O)N(CC)C1=S,-1,23,13,17,-5,-3,2.2,-4,15
C=C[C@H]1CN2CC[C@H]1C[C@@H]2[C@@H](O)c1ccnc2ccccc12,-5,12,12,13,1,3,1.5,3,9
C#C[C@]1(O)CC[C@H]2[C@@H]3CCC4=CC(=O)CC[C@]4(C)[C@H]3CC[C@@]21C,-4,22,5,14,-1,9,-3.0,0,-7
Cn1c(O)c(C(=Nc2ccccc2)SCc2ccc(Cl)cc2)c(=O)n(C)c1=O,3,21,20,21,0,-4,3.6,-3,14
NS(=O)(=O)c1cccc(N2CCNCC2)c1,-1,13,3,-7,4,-8,1.3,-1,-7
COc1ccc(/C=C2\C(=O)NC(=O)N(Cc3ccccc3)C2=O)c(OC)c1OC,4,17,17,9,0,-1,-0.7,-6,23
O=P(O)(O)COc1ccccc1O,-1,2,3,-4,nt,-5,-1.6,-4,12
CC(=O)N1CCCSC1=Nc1ccccc1,1,-5,8,2,-1,-11,-0.9,2,11
CCCCn1c(N)c(N(CCOC)C(=O)CN2CC=C(c3ccccc3)CC2)c(=O)[nH]c1=O,5,11,-4,0,-3,-5,0.5,-1,-4
COC(=O)C1=C(c2ccc(F)cc2OCc2ccccc2)C[C@@H]2CC[C@H]1N2C(=O)NCc1cccc(OC)c1,-3,16,8,15,-1,13,0.6,-3,21
Cc1cc(=O)oc2cc(OCC(=O)N3C[C@H]4C[C@@H](C3)c3cccc(=O)n3C4)ccc12,2,13,-1,-15,1,-13,-1.8,-2,-4
CCNC(=O)[C@H]1O[C@@H](n2cnc3c(N)ncnc32)[C@H](O)[C@@H]1O,-8,2,5,5,1,-19,0.1,-1,-6
CN(C)C(=O)Oc1ccc2c(=O)c(Oc3ccccc3Br)coc2c1,1,0,15,46*,1,-4,2.9,-2,29
O=C(c1cc2c(s1)CCCC2)N1CCC2(CC1)OCCO2,0,4,-1,17,0,-25,1.1,-1,-6
Cc1cc(C)nc(N2Cc3ccccc3C2=N)n1,1,13,-5,1,-5,14,-1.5,-2,7
NCC1(CC(=O)O)CCCCC1,-9,5,0,9,nt,12,-1.5,-5,-4
NS(=O)(=O)c1ccc(N2CCNCC2)cc1,-4,11,2,2,0,-23,0.5,0,11
CC(C)Oc1ccc(C2(C#N)CC[N+](C)(C)CC2)cc1,-3,17,3,-21,-2,-3,1.2,-2,5
COc1ccc(C)cc1NC1=NC(C)(C)CS1,-6,7,11,6,-1,10,-0.5,-1,2
O=C(c1cccc(Cl)c1)C1CCCN(Cc2cccc3cnccc23)C1 (centres undefined),-4,16,20,28,1,21,-1.5,-2,18
C=COCCn1c(C)c(C(C)=O)c2cc(O)ccc21,-2,17,-4,17,-1,0,0.1,-3,19
Brc1ccccc1CNCCc1ccc2c(c1)OCO2,-1,25,-14,6,0,-8,3.1,-4,7
Cc1ccccc1CN1CCN(C(=O)Cc2ccccc2)CC1,-2,7,-10,7,0,-11,0.1,1,12
CC(C)NS(=O)(=O)c1ccc(OCC(=O)N2CCN(C)CC2)cc1,2,10,4,8,-2,-11,0.5,-3,11
CC(=O)c1c(C)n(Cc2ccccc2Cl)c2ccc(O)cc12,0,16,-3,-8,-2,52*,-0.3,2,16
Cc1cccc(-n2c(C)nc3ccccc3c2=O)n1,-3,4,12,-2,1,-13,1.1,-1,-6
CCCCS(=O)(=O)N1CCN(C(=N)N[N+](=O)[O-])CC1,-3,18,-20,-14,0,-12,-1.2,1,1
O=C(N/N=C/c1c(O)n(Cc2ccccc2)c(=O)[nH]c1=O)c1ccccc1O,-2,0,7,0,2,-9,-0.2,-2,12
O=C1NC(=O)N(C2CCCCC2)C(=O)C1C1c2ccccc2C(=O)N1Cc1ccccc1 (centres undefined),-1,13,-1,-21,0,3,-0.1,1,-2
CCCCN1CCC(O)(c2ccccc2)C(C(=O)c2ccccc2)C1 (centres undefined),-6,18,12,5,-1,14,3.5,-5,5
CCN1CCN(Cc2cc3c(cc2[N+](=O)[O-])OCO3)CC1,-3,9,-7,-10,-3,-11,0.8,8,-12
COc1cccc(-c2cc(C(F)(F)F)n3nc(C(=O)N4CCC5(CC4)OCCO5)cc3n2)c1,1,18,-7,-2,1,27,0.1,-3,5
Cc1ccc(CN2CCN(Cc3ccccc3F)CC2)cc1,-3,11,-12,-1,-1,1,-0.8,-3,11
CC(=O)Nc1ccc(OC(=O)N(C)c2ccccc2)cc1,-2,-4,2,8,-2,11,0.5,-3,11
O=P(C(Cl)Cl)(N1CCOCC1)N1CCOCC1,-3,13,-13,-16,1,2,-2.0,-2,0
CC(Cc1ccccc1)/[N+]([O-])=C\c1ccc(C(F)(F)F)cc1 (centres undefined),-2,19,5,18,-2,-15,-0.1,4,18
C=CCn1c(O)c(/C(CC)=N/NC(=S)Nc2ccccc2)c(=O)[nH]c1=O,2,7,0,4,4,2,3.9,-3,-2
O=c1[nH]c(=O)n(Cc2ccco2)c(O)c1C=NCCN1CCNCC1,-2,10,24,4,3,26,1.1,-2,11
Cc1ccc(N2C(=O)/C(=C/c3ccc(CN(CCC#N)S(C)(=O)=O)o3)C(=O)NC2=S)cc1,1,14,9,16,-7,15,-3.1,-1,6
